High-throughput results from PubChem BioAssay.
HepG2 viability: kills HepG2 cells in TGF-b inhibitor counter-screen; HepG2 CAGA-GFP viability, ATP luminescence, 18 h; Potency, µM (top dose mostly 46.1 µM), inactives show at the highest dose activity change, negative = cytotoxicity, actives largely listed as cytotoxic; 0.76% of 410,000 active; AID 588856; note: potency is the fitted concentration of half-maximal effect; some results filed as inactive show a strong effect at the top dose
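CellTiter-Glo luminescence gave cytotoxicity after 18 hours at 37 degrees C. The cells were HepG2 CAGA-GFP in 1% FBS DMEM, stimulated with 500 pg/mL TGF-beta after compound addition. %Activity was normalised to no-cell wells (complete cell-killing) and DMSO (no toxicity), and curves were fitted and classified.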
Akt phos inh: inhibitors of Akt phosphorylation; Neuro2A IGF-stimulated pAkt S473 HTRF, 20 min; active compounds read low; activity change, % for hits at 50 µM; 0.32% of 360,000 active; AID 651550; in the data active = activity change below about -80%; inconclusive = mostly about -51% to -80%; note: % is set by controls: 0 for no effect and ±100 for the full control effect
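Single-point screen (50 µM final compound) in Neuro2A cells stimulated 20 min with 6 nM IGF at 37 deg C. After lysis, Ser473-phosphorylated Akt read by HTRF (ex 330 nm, em 615/665 nm) as the 665/615 ratio.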
Abeta yeast res: restores growth of yeast expressing A-beta42 peptide | AID 1347071 | yeast expressing A-beta42, growth rescue, OD600, 48 h; response scale: 0% DMSO, 100% iron-clioquinol control | Potency, µM (top dose mostly 46.1 µM), without a hit: at the top dose growth rescue, usual class: activators | 0.063% of 410,000 active; note: potency is the fitted concentration of half-maximal effect; nearly all actives have a fitted effect of over 55% in size
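Growth rescue measured by 600 nm absorbance after 48 h yeast culture at 30 C with compound. Values normalized between DMSO and an equimolar ferric chloride plus clioquinol control.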
Nrf2 block: inhibitors of Nrf2 signaling; 2.1% of 360,000 active; Potency, µM (series often up to 46 µM), for the others: at the top dose activity change, negative = inhibition, actives largely listed as inhibitors; A549 ARE-Fluc reporter, luciferase luminescence, 18-24 h; note: potency is the fitted concentration of half-maximal effect; % is set by controls: 0 for no effect and ±100 for the full control effect; nearly all actives have a fitted effect of over 60% in size
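Concentration-response testing used A549 ARE_Fluc cells at 5000 cells/well. Following an 18-24 h compound incubation, viability was read by fluorescence (Ex 405/Em 525) and luciferase output by luminescence.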
A549 viability: counter-screen for Nrf2 inhibitors: cytotoxicity in A549 cells | Potency, µM (titrated, usually from 46 µM), for the others: top-dose activity change, negative = cytotoxicity, usual class: inhibitors | A549 ARE-Fluc cells, CellTiter-Fluor viability, 18-24 h | 0.16% of 390,000 active; note: potency is the fitted concentration of half-maximal effect; % is set by controls: 0 for no effect and ±100 for the full control effect
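Cytotoxicity counterscreen: CellTiter-Fluor fluorescence was measured in A549 ARE_Fluc cells after 18-24 h of compound exposure in a concentration series. The subsequent BugLite luminescent read reports ARE-luciferase activity.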
TGFb SMAD3 inh: TGF-b pathway inhibition; HepG2 CAGA-GFP TGF-b/SMAD3 reporter, GFP fluorescence, 18 h; TGF-beta stimulated, 500 pg/mL final; Potency, µM (titrated, usually from 46.1 µM), for the others: top-dose activity, negative = inhibition, most hits filed as inhibitors; 1.2% of 410,000 active; AID 588855; note: potency is the fitted concentration of half-maximal effect; % is set by controls: 0 for no effect and ±100 for the full control effect; nearly all actives have a fitted effect of over 65% in size
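HEPG2 CAGA-GFP reporter cells (1000/well, DMEM with 1% FBS) received compounds, then recombinant TGF-beta at 500 pg/mL final for 18 hours at 37 degrees C. Per-cell GFP summed per well was normalised to unstimulated and stimulated DMSO controls before curve fitting.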
MmCpn inh: inhibitors of Methanococcus maripaludis chaperonin (MmCpn); purified Mm-Cpn ATPase, ADP Transcreener TR-FRET; Potency, µM (series often up to 76.9 µM), for inactives: at the top dose activity, negative = inhibition, hits mostly inhibitors; 0.031% of 330,000 active; AID 504842; note: potency is the fitted concentration of half-maximal effect; % is set by controls: 0 for no effect and ±100 for the full control effect; nearly all actives have a fitted effect of over 80% in size
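ATP (10 uM final) was added to archaeal chaperonin (25 nM final) after 10 min exposure to test compound at 37°C; after 30 min further incubation, ADP was detected by competitive TR-FRET.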
Nrf2 ARE act: activators of Nrf2 (ARE) signaling. AREc32 ARE-luciferase reporter (MCF7-derived line), luminescence, 24 h. Potency, µM (highest dose often 46.1 µM), inactives show at the top dose activation, most hits filed as activators. 0.31% of 410,000 active. AID 624171; note: potency is the fitted concentration of half-maximal effect; % of control where 0% means no effect; nearly all actives have a fitted effect of over 65% in size
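AREc32_Fluc, 1000 cells/well, OPTI-MEM + 5% FBS, o/n 37 deg C 5% CO2; 23 nL cpd by pin tool, 24 hr; Steady-Glo 30 min RT, luminescence.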
CCT modulator: modulators of cytosolic chaperonin (CCT/TRiC) activity | 0.3% of 360,000 active | activity change, % (concentration not given with the values), hits read low | purified chaperonin ATPase assay, HTRF ADP detection, 30 min; in the data active = activity change below about -30%; note: % is set by controls: 0 for no effect and ±100 for the full control effect
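We incubate TRiC, 40 or 20 nM final, with library compounds at 76 uM and 10 uM ATP for 30 min at 37 °C. ADP formed is detected with Transcreener HTRF reagents after 30 min at room temperature.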
* marks the source's active call; other numbers are inactive results; i = inactive; u = inconclusive; x = no result given; & = joins results of further samples; [ ] = dose if it differs, or a comment. Unless noted, calls come from the whole dose curve; as a rule, active = well fitted curve in the direction sought with a large enough effect; inconclusive = small, poorly fitted or top-dose-only effect, or another doubt; inactive = no such curve, though single readings can be large; an effect the other way counts as inactive or inconclusive.

Assay codes – A = HepG2 viability; B = Akt phos inh; C = Abeta yeast res; D = Nrf2 block; E = A549 viability; F = TGFb SMAD3 inh; G = MmCpn inh; H = Nrf2 ARE act; I = CCT modulator
1) O=C(Nc1ccccc1Oc1ccccc1)c1cccs1
  A: -1%	B: i	C: 10%	D: 1%	E: 11%	F: 3%	G: -2%	H: 0.5%	I: 0.2

2) O=C(Nc1cccc(F)c1)c1ccc2c(c1)N(Cc1ccccc1)C(=O)c1ccccc1S2(=O)=O
  A: 15%	B: x	C: 13%	D: 1%	E: -3%	F: -1%	G: x	H: -0.5%	I: x

3) CCNc1nc(NCC)n2c(SCC(=O)Nc3ccccc3C(F)(F)F)nnc2n1
  A: 1%	B: i	C: 5%	D: -5%	E: -7%	F: 0%	G: -1%	H: -0.1%	I: -1.7

4) CCOc1ccc(CCNC(=O)Cn2ccc3cc(S(=O)(=O)N4CCCCC4)ccc32)cc1
  A: -12%	B: x	C: 2%	D: u	E: -21%	F: u	G: x	H: 5.2%	I: x

5) COc1ccccc1N(CC(=O)Nc1ccccc1C(F)(F)F)S(=O)(=O)c1cccs1
  A: -31%	B: i	C: -5%	D: -4%	E: 12%	F: -25%	G: 0%	H: 1.0%	I: -0.1

6) COc1ccc(CCNC(=O)C(=O)N/N=C/c2cccs2)cc1OC
  A: 8%	B: i	C: -8%	D: 2%	E: -1%	F: 0%	G: 0%	H: 0.2%	I: -2.4

7) CC1CCCN(C(=O)c2ccc(S(=O)(=O)N3CCC(c4nc5ccccc5s4)CC3)cc2)C1 (stereo not given)
  A: -23%	B: i	C: -4%	D: u	E: -8%	F: -29%	G: x	H: -0.7%	I: 0.2

8) COC(=O)C1CN(C(=O)COc2cc(C)c(Cl)c(C)c2)c2ccccc2O1 (stereo not given)
  A: -42%	B: i	C: u	D: 0%	E: -4%	F: -17%	G: 3%	H: 0.0%	I: -3.9

9) CC(C)n1cc(/C=C2/NC(=O)N(c3cccc(Cl)c3)C2=O)c2ccccc21
  A: -19%	B: i	C: 11%	D: -17%	E: u	F: -12%	G: -13%	H: 0.0%	I: -1.5

10) NC(=O)C1CCN(c2nc(-c3ccccc3C(F)(F)F)cs2)CC1
  A: 9%	B: x	C: 4%	D: u	E: -1%	F: 19%	G: 3%&-22%	H: 0.2%	I: x

11) Oc1ccc(CN2CCN(c3ncccn3)CC2)cc1
  A: 16%	B: i	C: 2%	D: 2%	E: 3%	F: 10%	G: 0%	H: 2.8%	I: 0.2

12) Cc1noc(C)c1C(=O)OCC(=O)NCCc1ccccc1
  A: 5%	B: i	C: -6%	D: 3%	E: -1%	F: 4%	G: 0%	H: 0.2%	I: -5.0

13) CC(C)CN1C(=O)c2ccc(C(=O)Nc3ccncc3)cc2C1=O
  A: -22%	B: i	C: -16%	D: x	E: -1%	F: 1%	G: -1%	H: -0.2%	I: -2.1

14) COc1ccc(C2CC2/C(C)=N/OC(=O)C2CC2)cc1 (stereo not given)
  A: -2%	B: i	C: -4%	D: u	E: 15%	F: -3%	G: 0%	H: 0.8%	I: -0.3

15) CCc1ccc(NC(=O)CSc2nc3ccccc3nc2N2CCCC2)cc1
  A: -3%	B: i	C: 6%	D: -11%	E: -3%	F: 8%	G: -1%	H: 2.9%	I: -3.2

16) Cn1c(CNC(=O)c2ccc3c(c2)OCO3)nnc1SCC(=O)Nc1ccc(F)cc1
  A: -3%	B: i	C: -10%	D: 5%	E: 4%	F: 2%	G: 0%	H: -0.6%	I: -5.3

17) CC(C)C(C(=O)NC1CCCCC1)N(CC1CCCO1)C(=O)CNS(=O)(=O)c1ccc(F)cc1 (stereo not given)
  A: 7%	B: i	C: -2%	D: 30%	E: u	F: 19%	G: -1%	H: -0.3%	I: 1.2

18) Cc1cn([C@H]2C[C@H](O)[C@@H](CNC(=O)CNC(=O)CN)O2)c(=O)[nH]c1=O
  A: 6%	B: i	C: -3%	D: x	E: x	F: 1%	G: x	H: -1.0%	I: 1.7

19) CC(=O)N1c2ccc(S(=O)(=O)N3CCC(C(=O)NCc4ccccc4Cl)CC3)cc2CC1C (stereo not given)
  A: -6%	B: i	C: -9%	D: u	E: -5%	F: 25%	G: -1%	H: -0.8%	I: -0.2

20) Cc1cc(C)cc(CC(=O)N2CCC2(C)C(=O)NS(=O)(=O)c2ccc(Br)cc2)c1 (stereo not given)
  A: 2%	B: i	C: 3%	D: x	E: x	F: 1%	G: x	H: -0.2%	I: 1.2

21) COc1ccc(N2CCN(C(=O)COC(=O)CCOc3cc(C)ccc3C)CC2)cc1
  A: 10%	B: i	C: 4%	D: 0%	E: 0%	F: 2%	G: -1%	H: -0.5%	I: -0.5

22) CCOc1ccc(S(=O)(=O)N/N=C2/CCCC(=O)C2)cc1
  A: 3%	B: i	C: -6%	D: -4%	E: 1%	F: 5%	G: 0%	H: 0.3%[9.22 µM]	I: -2.9

23) COc1ccc(CCN(C)C(=O)CNC(=O)Cc2cccc3ccccc23)cc1OC
  A: 0%	B: i	C: 5%	D: 0%	E: -12%	F: -18%	G: 2%	H: -0.8%	I: -1.3

24) Cc1c(C(=O)N2CCN(Cc3cccs3)CC2)oc2ccccc12
  A: -17%	B: i	C: 14%	D: 10%	E: 0%	F: -9%	G: 0%	H: 3.4%	I: -2.2

25) Cc1cccc(C)c1NC(=O)Cn1c(=O)n(Cc2ccco2)c(=O)c2ccc(C(=O)NC3CCCC3)cc21
  A: -9%	B: x	C: 1%	D: 1%	E: -3%	F: 6%	G: x	H: -0.7%	I: x

26) O=C(Nc1ccc([N+](=O)[O-])cc1)c1ccccc1F
  A: 2%	B: i	C: 1%	D: u	E: 3%	F: 5%	G: 0%	H: 0.2%	I: 0.4

27) CC(C)(C)OC(=O)N1C(=O)[C@](OC(=O)c2ccccc2)(c2ccc(F)cc2)c2ccccc21
  A: x	B: i	C: 2%	D: x	E: x	F: x	G: x	H: -0.1%	I: -0.2

28) CCOc1cc(C(=O)Nc2ccc(N3CCN(S(C)(=O)=O)CC3)cc2)cc(OCC)c1OCC
  A: -11%	B: i	C: -1%	D: 11%	E: 0%	F: -3%	G: 2%	H: 0.3%	I: -0.1

29) Cc1ccccc1OCC(=O)N(Cc1cccs1)C1CCS(=O)(=O)C1 (stereo not given)
  A: -7%	B: i	C: -19%	D: -10%	E: 10%	F: u	G: 0%	H: -0.1%	I: -4.3

30) N=c1oc2ccccc2cc1C(=O)Nc1cccc(F)c1
  A: -5%	B: i	C: -3%	D: u	E: -1%	F: -1%	G: 0%	H: u	I: -1.2

One compound at a time (already shown). Order of values: HepG2 viability	Akt phos inh	Abeta yeast res	Nrf2 block	A549 viability	TGFb SMAD3 inh	MmCpn inh	Nrf2 ARE act	CCT modulator
Cc1ccccc1OCC(=O)N(Cc1cccs1)C1CCS(=O)(=O)C1 (stereo not given) is entered as -7%	i	-19%	-10%	10%	u	0%	-0.1%	-4.3
CCOc1cc(C(=O)Nc2ccc(N3CCN(S(C)(=O)=O)CC3)cc2)cc(OCC)c1OCC is entered as -11%	i	-1%	11%	0%	-3%	2%	0.3%	-0.1
N=c1oc2ccccc2cc1C(=O)Nc1cccc(F)c1 is entered as -5%	i	-3%	u	-1%	-1%	0%	u	-1.2
COc1ccc(N2CCN(C(=O)COC(=O)CCOc3cc(C)ccc3C)CC2)cc1 is entered as 10%	i	4%	0%	0%	2%	-1%	-0.5%	-0.5

Continued:
Assay codes – A = HepG2 viability; B = Akt phos inh; C = Abeta yeast res; D = Nrf2 block; E = A549 viability; F = TGFb SMAD3 inh; G = MmCpn inh; H = Nrf2 ARE act; I = CCT modulator
31) CC(C)OCCCN1CN(S(=O)(=O)c2cccs2)c2nc3ccccc3nc21
  A: -15%	B: i	C: 4%	D: -2%	E: -19%	F: 6%	G: -1%	H: 3.5%	I: -3.4

32) CCc1nnc(N/N=C/c2ccc(N3CCC(C)CC3)c([N+](=O)[O-])c2)n1N
  A: 11µM*	B: i	C: 16%	D: -4%	E: -9%	F: 10µM*	G: 0%	H: -2.8%	I: 3.1

33) Cc1cc(C(=O)CN2C(=O)NC3(CCCCC3C)C2=O)c(C)n1Cc1cccs1 (stereo not given)
  A: -1%	B: i	C: -5%	D: u	E: 0%	F: -6%	G: 0%	H: 3.1%	I: -1.7

34) CC(C)Cc1nc2c(nnn2Cc2ccccc2F)c(=O)[nH]1
  A: -22%	B: i	C: 7%	D: 7%	E: 3%	F: -1%	G: 0%	H: 2.2%	I: -2.9

35) CCC1(CC)C(=O)NC(=S)N=C1N
  A: 1%	B: i	C: 9%	D: -3%	E: -1%	F: 1%	G: x	H: -0.2%	I: -1.9

36) C=CCn1c(SCC(=O)c2ccc(F)cc2)nnc1-c1ccc2c(c1)OCO2
  A: -14%	B: i	C: -8%	D: -5%	E: 3%	F: -18%	G: 1%	H: 6.0%	I: 6.6

37) O=C(N/N=C\c1ccc(Sc2ccccn2)o1)c1cccc(F)c1
  A: -12%	B: i	C: -6%	D: 21%	E: -11%	F: 1%	G: -1%	H: 4.1%	I: -0.2

38) CCOc1ncccc1C(=O)Nc1ccc(F)cc1
  A: -6%	B: i	C: -19%	D: 3%	E: 9%	F: 3%	G: -7%	H: 3.4%	I: -0.4

39) CC1(C)CC(=O)C2=C(C1)OC(N)=C(C#N)C2CCc1ccccc1 (stereo not given)
  A: -33%	B: i	C: 18%	D: 15%	E: 6%	F: -1%	G: -1%	H: 0.5%	I: -2.5

40) CC(C)[C@H](NC(=O)N1CC(=O)Nc2ccccc21)C(=O)N[C@@H](Cc1c[nH]c2ccccc12)C(=O)O
  A: -8%	B: i	C: -12%	D: u	E: 1%	F: 2%	G: 4%	H: 0.2%	I: -3.9
